# PI4K2A inh: inhibitors of human PI4K2A; Q9BTU6; purified PI4K2A, ADP-Glo luminescence, 1 h; active compounds read low; activity change, negative = inhibition, % at 76.9 µM; 420,000 tested, 0.13% active; AID 1346378; in the data active = activity change below about -50%; inconclusive = mostly about -30% to -49%;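 note: -100% = wells without enzyme as full effect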
#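 ADP-Glo luminescence measured ADP generated by PI4K2A enzyme (4 ug/mL before mixing) with 1.2 mM PI substrate (pre-mix) and 300 microM ATP (pre-mix). Tris pH7.5 buffer with MgCl2, Triton X-100; 1 h reaction at ambient temperature.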
# 12-LOX inh: blocks human arachidonate 12S-lipoxygenase | 580,000 tested, 1.1% active | P18054 | Potency, µM (doses to about 108 µM), for inactives: top-dose activity change, negative = inhibition, hits mostly inhibitors | purified 12hLO, xylenol orange hydroperoxide absorbance; note: potency is the fitted concentration of half-maximal effect; % is set by controls: 0 for no effect and ±100 for the full control effect
# Target sequence (P18054 whole entry, looked up): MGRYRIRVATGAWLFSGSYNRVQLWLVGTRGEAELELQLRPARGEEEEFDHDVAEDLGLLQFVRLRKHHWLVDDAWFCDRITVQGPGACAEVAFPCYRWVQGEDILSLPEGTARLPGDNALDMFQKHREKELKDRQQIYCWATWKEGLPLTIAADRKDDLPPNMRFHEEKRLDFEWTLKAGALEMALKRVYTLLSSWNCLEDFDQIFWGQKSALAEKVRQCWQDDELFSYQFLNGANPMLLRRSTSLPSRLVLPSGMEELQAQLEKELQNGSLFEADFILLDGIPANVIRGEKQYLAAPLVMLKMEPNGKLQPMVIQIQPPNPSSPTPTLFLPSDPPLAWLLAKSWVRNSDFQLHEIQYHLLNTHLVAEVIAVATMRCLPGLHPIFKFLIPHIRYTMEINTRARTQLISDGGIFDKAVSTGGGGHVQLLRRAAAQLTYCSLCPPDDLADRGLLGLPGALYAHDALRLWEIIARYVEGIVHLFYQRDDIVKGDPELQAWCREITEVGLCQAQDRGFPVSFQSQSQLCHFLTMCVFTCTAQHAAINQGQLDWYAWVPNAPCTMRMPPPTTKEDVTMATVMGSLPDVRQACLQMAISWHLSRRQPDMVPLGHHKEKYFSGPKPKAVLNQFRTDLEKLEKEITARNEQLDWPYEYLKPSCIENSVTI
#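 Hydroperoxide product was detected by ferrous iron/xylenol orange as the 573 to 405 nm absorbance ratio. Arachidonic acid at 40 uM (final) was turned over for 30 min at room temperature by 150 nM human 12hLO, pH 7.0 Hepes buffer, after 15 min compound preincubation.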
# RGS4 inh: inhibitors of human regulator of G protein signaling 4 | Transcreener GDP fluorescence polarization, RGS4-accelerated GTP hydrolysis | Potency, µM (top dose mostly 114 µM), for inactives: top-dose activity change, negative = inhibition, hits mostly inhibitors | 390,000 tested, 0.039% active | AID 504845; note: potency is the fitted concentration of half-maximal effect; % is set by controls: 0 for no effect and ±100 for the full control effect; nearly all actives have a fitted effect of over 75% in size; some results filed as inactive show a strong effect at the top dose
# Target sequence (P49798 whole entry, looked up): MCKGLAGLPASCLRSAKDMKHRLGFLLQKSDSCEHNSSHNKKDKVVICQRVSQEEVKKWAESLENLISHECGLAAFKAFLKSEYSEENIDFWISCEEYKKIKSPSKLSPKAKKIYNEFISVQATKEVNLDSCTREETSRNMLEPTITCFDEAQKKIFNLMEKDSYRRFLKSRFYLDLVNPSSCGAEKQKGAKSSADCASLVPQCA
#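 MLSMR compounds (23 nl, pin-transferred) preincubated 10 min at room temperature with a 500nM (2x) first reagent, then RGS4 at 900nM (2x) plus Transcreener GDP mix added; fluorescence polarization (620/688 nm) read before and after 90 min at 30 °C.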
# ERG-DNA inh: blocks human ERG Ets domain binding to DNA; fluorescence polarization, His-ERG Ets domain / labelled DNA; Potency, µM (doses to about 76.9 µM), for the others: top-dose FP activity, negative = inhibition, most hits filed as inhibitors; 370,000 tested, 0.028% active; active = well fitted inhibition curve with a large enough effect in the polarisation, with a control signal flat; inconclusive = small, poorly fitted or top-dose-only effect, or effect the other way, or a change in a side signal; inactive = no such curve, though single readings can be large or run the other way; the % refers to the polarisation;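 note: polarization taken with two DNA probes labelled with fluorescein and Texas red; potency is the fitted concentration of half-maximal effect; % of control where 0% means no effect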
#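 His-tagged ERG Ets domain (1 uM in the protein solution; 300mM KCl, 50mM Tris-HCl, 1mM EDTA, 1mM DTT, pH 7.5) received compound, then a probe mix of 5 nM fluorescein-DNA and 100nM Texas-615-DNA. Fluorescence polarization was read for both dyes.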
# GLS inh: inhibitors of human glutaminase (GLS); O94925; GLS enzymatic activity, qHTS titration; Potency, µM (titrated, usually from 45.5 µM), for the others: top-dose activity change, negative = inhibition, actives largely listed as inhibitors; 410,000 tested, 0.21% active; note: potency is the fitted concentration of half-maximal effect; % is set by controls: 0 for no effect and ±100 for the full control effect
#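 Read-out is an Amplex red fluorescence increase coupled through glutamate oxidase and HRP, measured before and after 30 min room-temperature incubation. hKGA is in 45 mM KH2PO4 (pH 8.2) with 0.02% Tween-20; glutamine added as 1mM solution.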
# G9a inh: inhibitors of human histone lysine methyltransferase G9a; G9a H3K9 monomethylation, AlphaScreen, 2 h; 350,000 tested, 8.8% active; Potency, µM (doses to about 102 µM), for inactives: at the top dose activity, negative = inhibition, most hits filed as inhibitors; AID 504332; Q96KQ7; note: potency is the fitted concentration of half-maximal effect; % is set by controls: 0 for no effect and ±100 for the full control effect; nearly all actives have a fitted effect of over 75% in size
#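 Enzyme 20 nM + cpd, 15 min RT; add b-H3K9 pep 500 nM / SAM 20 uM; 2 h RT; anti-H3K9me1 Ab 0.5 ug/mL + SA donor / anti-rabbit acceptor beads 20 ug/mL each, 10 min; AlphaScreen read.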
# BAZ2B block: blocks human BAZ2B; Q9UIF8; AlphaScreen BAZ2B-H3K14Ac peptide displacement; Potency, µM (highest dose often 114 µM), without a hit: at the highest dose activity change, negative = inhibition, hits mostly inhibitors; 360,000 tested, 4.4% active; AID 504333; note: potency is the fitted concentration of half-maximal effect; % is set by controls: 0 for no effect and ±100 for the full control effect; nearly all actives have a fitted effect of over 60% in size
#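 BAZ2B 50 nM plus b-H3(5-23)K14Ac 50 nM, PBS pH 7.4/0.01% Tween-20, 30 min RT; compound added (max 110 uM), 30 min RT; streptavidin donor/Ni-chelate acceptor beads 10 ug/mL final, 20 min dark; AlphaScreen read.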
# JMJD2A Tudor: JMJD2A Tudor domain (human) inhibition; O75164; AlphaScreen JMJD2A-Tudor / H3K4me3 peptide binding; Potency, µM (titrated, usually from 114 µM), inactives show at the highest dose activity change, negative = inhibition, usual class: inhibitors; 390,000 tested, 4.4% active; note: potency is the fitted concentration of half-maximal effect; % is set by controls: 0 for no effect and ±100 for the full control effect; nearly all actives have a fitted effect of over 50% in size
# HP1b chromo inh: blocks HP1-beta chromodomain binding to methylated histone tails; AID 540317; AlphaScreen HP1-beta / biotin-H3K9me3 peptide binding; 390,000 tested, 0.56% active; Potency, µM (titrated, usually from 114 µM), without a hit: at the highest dose activity change, negative = inhibition, hits mostly inhibitors; note: potency is the fitted concentration of half-maximal effect; nearly all actives have a fitted effect of over 70% in size; inactives centre near 23
# Target sequence (P83916 whole entry, looked up): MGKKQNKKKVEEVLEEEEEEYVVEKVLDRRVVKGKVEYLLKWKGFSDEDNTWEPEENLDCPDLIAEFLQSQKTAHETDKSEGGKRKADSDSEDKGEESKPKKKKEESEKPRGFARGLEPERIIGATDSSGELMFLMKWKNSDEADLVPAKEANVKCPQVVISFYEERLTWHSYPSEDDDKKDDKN
#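 AlphaScreen: HP1-beta (50 nM) preformed 30 min with biotin-H3(1-18)K9me3 peptide (50 nM) in PBS pH 7.4, 0.01% Tween-20. Compound added for 30 min at RT, then streptavidin donor/nickel chelate acceptor beads (10 ug/mL) for 30 min.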
# * marks the source's active call; other numbers are inactive results; i = inactive; ? = inconclusive; . = no result given; & = joins results of further samples; [ ] = remark or other dose. Unless noted, calls come from the whole dose curve; as a rule, active = well fitted curve in the direction sought with a large enough effect; inconclusive = small, poorly fitted or top-dose-only effect, or another doubt; inactive = no such curve, though single readings can be large; an effect the other way counts as inactive or inconclusive. Some of the compounds tested; rates above refer to the full screens.
SMILES,PI4K2A inh,12-LOX inh,RGS4 inh,ERG-DNA inh,GLS inh,G9a inh,BAZ2B block,JMJD2A Tudor,HP1b chromo inh
CCC(C)c1ccc(OCC(=O)Nc2cccc(-c3nc4ncccc4o3)c2)cc1 (stereo unspecified),1,1%,3%,2%,-2%,6%[59 µM],-14%,-25%,42%[activator]
CC(C)(C)c1cc(C(=O)O)n(Cc2ccc(Cl)cc2Cl)n1,0,?,?,9%,1%,3%,0%,1%,15%
CCc1cc(=O)n2[nH]c(C)c(-c3ccc(OC)cc3)c2n1,-9,-9%,8%,-7%,7%,.,7%,-6%,36%[activator]
CCOC(=O)C1(CCc2ccccc2)CCN(C(=O)CCc2cnn(C)c2)CC1,-4,?,18%,-10%,4%,-11%,2%,-12%,18%
CCOc1ccc(CCNC(=O)C2=C(C)C(=O)OC23CCCCC3)cc1,3,0%,-1%,-6%,-14%,0%[59 µM],-5%,-6%,28%
COc1ccc(-c2nc(CN3CCC(C(=O)NCCCN4CCN(c5ccccc5F)CC4)CC3)c(C)o2)cc1OC,-7,-10%,-8%,0%,-26%,-30%[59 µM],?,-23%,23%
CCOc1nnc(C)c2c(C)n(-c3cccc(Cl)c3)nc12,4,0%,13%,-1%,1%,25%[59 µM],-5%,-13%,22%
CCCCN=C1C([N+](=O)[O-])=CC=C2C1=NC1(CCCCC1)N2O,-7,-23%,21%,-3%,14%,11µM*,2.2µM*,?,?
O=C(Nc1cccc(Cl)c1)Nc1nnc(CC2=CCCCC2)s1,1,0%,7%,4%,1%,-12%[59 µM],8%,-18%,46%[activator]
COc1cc2sc(-c3ccc(S(C)(=O)=O)cc3)c(C#CCO)c2cc1OC,-2,-16%,14%,-13%,2%,.,.,-19%,51%[activator]
O=c1[nH]c2ccc(S(=O)(=O)Nc3ccc(Br)cc3)cc2[nH]1,3,0%,-9%,3%,-14%,26%[59 µM],-3%,-3%,33%
CCC1CN(C(=O)NCc2ccc(F)cc2)c2cc(C)ccc2O1 (stereo unspecified),-3&0,1%&3%,-11%&-21%,2%&2%,-3%&2%,40%,2%&-23%,9%&-25%,39%&36%[activator]
COc1ccc(CNC(=O)C(=O)NCC(c2ccco2)S(=O)(=O)c2ccc(C)cc2)cc1 (stereo unspecified),-2,?,-15%,9%,-16%,1%[59 µM],4%,9%,23%
CN(Cc1ccc(F)cc1)C(=O)CCc1nnc(-c2ccccc2)o1,6,-7%,2%,-1%,-6%,11%,4%,14%,54%[activator]
Clc1cccc(CNCC2CCCO2)c1Cl (stereo unspecified),4,-2%,5%,-10%,-9%,-25%,7%,4%,54%[activator]
C=CCC[C@@H](Cc1ccc(F)cc1)C(=O)OC[C@@H](Cc1c[nH]c2ccccc12)NC(=O)[C@@H](CC=C)CC(=O)N[C@H](CO)Cc1ccccc1,-3,-19%,0%,3%,2%,.,.,-23%,29%
O=C(c1ccc(COc2c(F)c(F)cc(F)c2F)o1)N1CCN(c2ccc(Cl)cc2)CC1,-1,-14%,-43%,.,80%[activator],-22%[12.7 µM],-6%,-21%,13%
CCn1c(CCNC(=O)c2ccc(OC)cc2)nnc1SCc1ccc(Cl)cc1Cl,-2,?,-13%,-10%,0%,10%[59 µM],2%,-18%,20%
C[C@H](NC(=O)[C@@H]1Cc2ccccc2CN1C(=O)OC(C)(C)C)C(=O)NC1CCCCC1,-1,-13%,-8%,?,-5%,10%,-12%,7%,28%
CC(C)NC(=O)N(C)C[C@H]1Oc2ccc(NC(=O)Cc3ccccc3)cc2C(=O)N([C@H](C)CO)C[C@@H]1C,-3,?,-8%,-1%,-4%,.,.,-13%,59%[activator]
O=C1CC(Nc2ccc(N3CCOCC3)cc2)C(=O)N1c1ccccc1 (stereo unspecified),-3,.,11%,.,34%[activator],?,-8%,-20%,15%
Cc1c(/C=N/NC(=O)c2cccnc2)c2ccccc2n1Cc1ccccc1,-5,13%,-16%,6%,-2%,-29%,.,8%,33%
O=C(CC(c1ccccc1)c1ccccc1)Nc1ncn[nH]1,-1,1%,2%,-1%,2%,-40%[12.7 µM],79µM*,-22%,36%
COc1ccc(N2CC(NC(=O)c3ccc(S(=O)(=O)N4CCCCC4)cc3)CC2=O)cc1OC (stereo unspecified),2,-7%,12%,2%,6%,7%[59 µM],-4%,-12%,25%
O=C(NCc1ccccc1F)C1CCCN(C(=O)Nc2ccccc2)C1 (stereo unspecified),-7,0%,4%,6%,-4%,-9%,-4%,-8%,20%
CC(C)c1ccc(CN2CCN(C(=O)CSc3nnnn3C3CC3)CC2)cc1,12,-2%,3%,-1%,-6%,12%[12.7 µM],-27%,-22%,29%
CN(C(=O)c1cccc(NC(=O)Cc2ccc(NC(=O)C3CCN(S(=O)(=O)c4cccc([N+](=O)[O-])c4)CC3)cc2)c1)C1CCCCC1,-5,?,-28%,-4%,-3%,.,.,-10%,35%
Cc1csc(=O)n1CCC(=O)OCc1nnc(-c2ccccc2)o1,4,-23%,-2%,-2%,-1%,-2%,7%,-2%,39%[activator]
CCc1ccc(-c2nn(CC(=O)NCc3ccccc3)c3c2cnc2ccc(F)cc23)cc1,7,-27%,2%,2%,-15%,6%[59 µM],-2%,-16%,42%[activator]
CCc1cc2c(=O)[nH]c(-c3ccncc3)nc2s1,-6,-22%,-5%,-2%,22%,-41%[59 µM],4%,-14%,3%
CCCCN(C)C(=O)Cn1nc(-c2ccc(Cl)cc2)ccc1=O,3,1%,0%,13%,-9%,8%,-2%,-2%,22%
CC(=O)c1cccc(NC(=O)NCCc2c[nH]c3ccccc23)c1,-2,169%[activator],-29%,5%,0%,.,-7%,-15%,5%
CCS(=O)(=O)N1CCC(C(=O)Nc2ccc3c(c2)CCC3)CC1,5,i,2%,-4%,-2%,2%,-8%,-8%,22%
COc1ccc(C)cc1N(CC(=O)Nc1ccc(S(=O)(=O)N2CCCC2)cc1)S(C)(=O)=O,3,26%,-1%,0%,33%,22%[0.501 µM],-10%,?,9%
O=C(NCCS(=O)(=O)N1CCN(c2ccccc2F)CC1)c1cc(=O)c2ccccc2o1,2&5,12%&-1%,-26%[56.9 µM],-1%&1%,2%&8%,-12%,-3%,-5%&-22%,53%[activator]
CN(C)S(=O)(=O)c1cccc(NC(=O)c2cccc(N3C(=O)CCC3=O)c2)c1,0,8%,13%,5%,-7%,?,9%,6%,29%

# Look-ups from above.
# PI4K2A inh result of CCCCN(C)C(=O)Cn1nc(-c2ccc(Cl)cc2)ccc1=O → 3
# BAZ2B block result of CC(C)c1ccc(CN2CCN(C(=O)CSc3nnnn3C3CC3)CC2)cc1 → -27%

# The results go on:
SMILES,PI4K2A inh,12-LOX inh,RGS4 inh,ERG-DNA inh,GLS inh,G9a inh,BAZ2B block,JMJD2A Tudor,HP1b chromo inh
COc1ccc(OC)c(S(=O)(=O)NCCOC23CC4CC(CC(C4)C2)C3)c1,2,-14%,-24%,.,5%,12%[59 µM],2%,-11%,11%
CC(=O)NCCNc1nc2c(-c3cccc(C)c3)nnn2c2ccc(Cl)cc12,-8,-7%,7%,0%,2%,5%[59 µM],-3%,-7%,72%[activator]
O=C(CCn1c(=O)c2cccn2c2cccnc21)NCc1ccccc1Cl,-2,-8%,8%,2%,-4%,-5%[59 µM],-11%,1%,11%
CC1(C)CC(=O)C2=C(C1)NC(=O)CC2c1cccc(F)c1 (stereo unspecified),3,1%,6%,-5%,-7%,4%[0.0925 µM],8%,11%,21%
CC(C)(C)C1CCc2c(sc(N)c2C(N)=O)C1 (stereo unspecified),-7,.,?,6%,2%,4µM*,-20%,-27%,13%
CC(=O)OC[C@H]1O[C@@H](Sc2cccc3cccnc23)[C@H](OC(C)=O)[C@@H](OC(C)=O)[C@@H]1OC(C)=O,-1,5%,27%,-5%,11%,19%,9%,-14%,27%
CCn1ccc2cc(S(=O)(=O)N3CCC(C(=O)NCCc4ccc(SC)cc4)CC3)ccc21,-2,?,7%,0%,3%,3%[59 µM],-7%,-25%,8%[57 µM]
CC(=O)C(C(c1ccccc1)N1CCOCC1)N1CCOCC1 (stereo unspecified),-13,10%,-5%,13%,-15%,.,.,-22%,-23%
CCOc1ccc(-n2nnc3c(=O)n(C/C=C/c4ccccc4)cnc32)cc1,2,5%[57.4 µM],-21%,-6%,-6%,13%[59 µM],40%[activator],-17%,9%
Cc1ccc(/C=C2\CCC3=C2OC(N)=C(C#N)C3c2ccc(C)cc2)cc1 (stereo unspecified),34,.,-29%,-2%,20%,?,-37%,-35%,7%
Cc1ccc(S(=O)(=O)NCC(=O)N/N=C/c2ccc(Cl)cc2Cl)cc1,-4,?,24%,-1%,6%,11%,-10%,-24%,12%
O=C(O)c1ccccc1C(=O)c1cccs1,4,?,-8%,3%,7%,-45%,-8%,-18%,23%
CC(C)COc1ccc(C(=O)NC(=S)Nc2ccc(CN3CCOCC3)cc2)cc1,2,-4%,3%,-5%,-1%,1%[59 µM],-6%,-11%,-14%
CCn1c(C)c(C(C)=O)c(N2CCN(c3ccccn3)CC2)nc1=S,-3,-27%,1%,-2%,1%,-9%[59 µM],-2%,-15%,16%

# Assay outcomes from PubChem.
